Bioassay records: PubChem BioAssay, several laboratories
MEKK3 PB1 HTS: modulators (inhibitors or enhancers) of MEK5 binding to human MEKK3 PB1 domain; bead-based flow cytometry, Alexa488-MEK5 binding to MEKK3; actives lie on both sides; 0 = blocked by unlabeled MEK5, 100 = vehicle; binding response (% of control), % at 10 µM; 290,000 compounds, 1.4% hits; AID 1529;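 active = binding response more than 3 SD above or below the average of its plate-row segment, actives on both sides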;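 note: Alexa488 bead fluorescence after subtracting the streptavidin-only scavenger bead signal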
Target sequence (Q99759 whole entry, looked up, the tested form may be a part): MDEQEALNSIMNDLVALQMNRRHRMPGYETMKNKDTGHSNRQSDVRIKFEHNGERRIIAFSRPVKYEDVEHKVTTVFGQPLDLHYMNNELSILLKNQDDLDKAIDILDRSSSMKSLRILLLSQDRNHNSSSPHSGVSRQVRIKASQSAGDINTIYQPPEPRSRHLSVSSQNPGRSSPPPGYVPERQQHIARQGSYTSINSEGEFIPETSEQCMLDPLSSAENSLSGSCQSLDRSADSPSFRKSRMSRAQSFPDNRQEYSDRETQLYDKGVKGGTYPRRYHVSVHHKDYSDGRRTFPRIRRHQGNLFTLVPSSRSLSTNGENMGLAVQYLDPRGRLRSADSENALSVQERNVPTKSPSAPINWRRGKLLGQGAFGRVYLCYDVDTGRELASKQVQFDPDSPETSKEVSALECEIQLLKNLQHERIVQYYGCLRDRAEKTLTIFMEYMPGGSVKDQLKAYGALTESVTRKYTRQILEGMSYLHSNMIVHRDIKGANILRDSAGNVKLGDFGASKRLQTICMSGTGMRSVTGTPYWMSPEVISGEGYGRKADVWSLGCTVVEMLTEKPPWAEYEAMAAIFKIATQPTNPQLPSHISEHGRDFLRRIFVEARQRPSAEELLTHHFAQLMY
MEKK2mut PB1 HTS: signal of MEK5 binding to mutant human MEKK2 PB1 domain; percent response, % at 10 µM; bead flow cytometry, Alexa488-MEK5 binding to MEKK2 mutant; 290,000 compounds, 0.35% hits; in the data active = percent response above about 24%, passing the limit was not always enough; note: inactives centre near 1; some results filed as inactive read as strong as hits; reference of the scale not given here
DNA FID counter: fluorescent intercalator displacement, NS3 helicase counter-screen. DNA fluorescent intercalator displacement, fluorescence. 290,000 compounds, 0.17% hits. AID 1845. inhibition, % at 7.9 µM; in the data active = inhibition above about 37%;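 note: 0% = vehicle and 100% = reference compound; higher means more ethidium bromide displaced from hairpin DNA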
CRFBP-R2 block: blocks CRF-induced signaling of the CRF-BP/CRF-R2 complex; AID 588475; inhibition, % at 11.8 µM; HEK293 CRF-R2/CRF-BP, CRF-induced calcium fluorescence; 350,000 compounds, 0.59% hits;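 active = inhibition of the ligand-induced calcium signal above about 50% at the single tested concentration, limit read from the data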
NS3 helicase inh: blocks Hepatitis C virus NS3 helicase unwinding. NS3 helicase DNA unwinding, Cy5 molecular beacon fluorescence. inhibition, % at 10.9 µM. 290,000 compounds, 0.56% hits;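 active = inhibition above the mean of all tested compounds plus 3 SD, set per campaign, cut at about 35% in these data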;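 note: 0% = DMSO wells and 100% = thioflavine S control wells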
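Assay system – hepatitis C virus NS3 helicase domain fragment enzyme · Buffer or medium – MOPS pH 6.5, MgCl2, DTT, Tween20, BSA · Reagent – Cy5/quencher beacon DNA duplex and ATP to start · Compound – single 10.9 µM dose · Timing – 1 h at 25 °C · Technique – Cy5 beacon fluorescence read at start and 1 h · Measure – % inhibition of unwinding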
GalR3 antagonist: blocks the human galanin receptor 3; O60755; 360,000 compounds, 0.44% hits; HEK293 GalR3-CNG cAMP membrane potential fluorescence; galR3 body fused to GalR1 C-terminus; inhibition, % at 3 µM; AID 651719;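 active = inhibition above the screen-wide average plus 3 SD, cut at about 13% in these data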;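 note: forskolin and galanin both at EC90 stimulate the cells; cAMP rise reported by CNG channel membrane potential dye signal; 0% = forskolin plus galanin with DMSO and 100% = forskolin alone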
Target sequence (O60755 1-299 limits assumed): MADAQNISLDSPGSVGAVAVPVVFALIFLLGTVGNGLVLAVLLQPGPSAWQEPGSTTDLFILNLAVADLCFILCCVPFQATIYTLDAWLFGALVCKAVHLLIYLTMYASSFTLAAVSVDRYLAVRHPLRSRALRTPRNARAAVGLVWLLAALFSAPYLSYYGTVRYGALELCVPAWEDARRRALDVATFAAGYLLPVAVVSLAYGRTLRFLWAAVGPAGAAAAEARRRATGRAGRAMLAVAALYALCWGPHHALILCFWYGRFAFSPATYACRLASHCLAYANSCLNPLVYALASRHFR
CRFR2-BP ag: CRF-BP/CRF-R2 complex agonism; HEK293 CRF-R2/CRF-BP, calcium dye fluorescence (FLIPR); percent of saturating CRF peptide response; activation, % at 13.2 µM; 350,000 compounds, 0.46% hits;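 active = activation of at least 50%, plus an integration ratio under a set limit after plate pattern correction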;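 note: plate controls were neutral control wells without compound for no effect and CRF at EC100 for full effect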
MEKK2wt PB1 HTS: raises or lowers MEK5 binding to wildtype human MEKK2 PB1 domain | Q9Y2U5 | bead flow cytometry, Alexa488-MEK5 binding to MEKK2 WT; actives lie on both sides | 290,000 compounds, 1.1% hits | binding response (% of control), % at 10 µM; in the data active = binding response below about 67% or above about 130%
SUMO HTRF inh: blocks human SUMOylation mediated by UBC9 | P63279 | HTRF SUMOylation assay, SAE1/SAE2 + UBC9, in vitro | inhibition, % at 35 µM | 290,000 compounds, 0.36% hits; in the data active = inhibition above about 50%, passing the limit was not always enough; note: strong numbers were not always called active
Target sequence (P63279 whole entry, looked up): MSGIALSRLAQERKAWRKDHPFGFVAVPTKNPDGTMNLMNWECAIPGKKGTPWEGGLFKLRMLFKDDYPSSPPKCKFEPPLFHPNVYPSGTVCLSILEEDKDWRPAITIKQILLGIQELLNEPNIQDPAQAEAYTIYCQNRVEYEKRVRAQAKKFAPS
Active calls of the source: *; x = no result given; [ ] = remark or other dose.

The first three records as a preview:
SMILES	MEKK3 PB1 HTS	MEKK2mut PB1 HTS	DNA FID counter	CRFBP-R2 block	NS3 helicase inh	GalR3 antagonist	CRFR2-BP ag	MEKK2wt PB1 HTS	SUMO HTRF inh
CC(C)(C)c1ccc(CN2C(=O)c3ccccc3S2(=O)=O)cc1	100	2	-16	-19	-19	-4	4.3	101	3
CC(=O)Nc1ccc(S(=O)(=O)N(CC(=O)Nc2cc(C)on2)Cc2ccc(F)cc2)cc1	101	-5	-13	-7	2	-4	1.7	103	-7
CCOc1cc(/C=N/n2nnnc2N)ccc1OCc1c(C)no[n+]1[O-]	105	2	-1	9	14	1	-1.0	106	-2

The listing (from the top)
SMILES	MEKK3 PB1 HTS	MEKK2mut PB1 HTS	DNA FID counter	CRFBP-R2 block	NS3 helicase inh	GalR3 antagonist	CRFR2-BP ag	MEKK2wt PB1 HTS	SUMO HTRF inh
CC(C)(C)c1ccc(CN2C(=O)c3ccccc3S2(=O)=O)cc1	100	2	-16	-19	-19	-4	4.3	101	3
CC(=O)Nc1ccc(S(=O)(=O)N(CC(=O)Nc2cc(C)on2)Cc2ccc(F)cc2)cc1	101	-5	-13	-7	2	-4	1.7	103	-7
CCOc1cc(/C=N/n2nnnc2N)ccc1OCc1c(C)no[n+]1[O-]	105	2	-1	9	14	1	-1.0	106	-2
O=C(OCCCN1C(=O)c2ccccc2C1=O)c1ccco1	103	7	-3	3	-3	5	-1.8	105	-19
CCN(CC)CCNC(=O)C1CCN(S(=O)(=O)N2CCCCC2)CC1	104	8	0	5	-5	-5	0.4	115	-6
Cc1cccc(NC(=O)COc2cccc3c2CCN(C)C3=O)c1	101	4	-14	16	-18	-3	5.4	105	0
CC(NC(=O)c1ccc(F)cc1Cl)C1CC2CCC1C2 (centres undefined)	103	-1	-6	3	4	-9	-0.9	101	12
Cc1cc(C)c(C)c(OCCOCCNCc2ccccc2)c1	95	-1	31	-14	-51	-7	-0.3	102	8
CC(C)(C)c1ccc(C(=O)N2CCCN(C(=O)c3ccc(C(C)(C)C)cc3)CC2)cc1	106	0	-9	-36	1	-2	0.0	98	1
CC(=O)Nc1ccc(C(=O)/C=C/c2ccco2)cc1	99	10	-10	-2	20	-10	2.7	113	31
Cc1ccc(-c2nn(-c3ccccc3)cc2CN(Cc2ccccc2)C(=O)CCC(=O)O)o1	99	1	-39	-10	17	-3	0.7	97	40
CC(CCC(C)OC(=O)c1ccccc1C(=O)O)OC(=O)c1ccccc1C(=O)O (centres undefined)	105	14	-1	14	-11	-7	-0.2	104	9
CCCCCC(=O)N1CCCC1	84	-4	-4	12	5	-9	-1.1	93	9
COc1ncnc2c1oc1nc(C)c3c(c12)CC(C)(C)OC3	86	-13	-3	4	-8	2	-0.2	89	12
Cc1c(NC(=O)c2cc3ccccc3o2)c(=O)n(-c2ccccc2)n1C	102	-2	-2	-8	-9	-2	0.3	97	-13
COc1ccc(CC(=O)NCCN2CCCC2)cc1	103	0	0	11	3	0	2.4	108	15
Cc1[nH]c2ccccc2c1C(=O)CN1CC(C)CC(C)C1 (centres undefined)	104	3	-3	13	5	-8	-0.3	106	1
COC(=O)CCCCNC(=O)Nc1ccccc1	108	-4	-3	10	14	-1	-4.0	102	-2
O=C(NCc1ccco1)/C(=C\c1ccco1)NC(=O)c1ccccc1Cl	102	-1	-5	1	4	-9	-0.9	101	-2
CCN1C(=O)N(C)[C@@H](c2ccccc2)C(C(=O)OC)=C1C	109	4	x	-2	x	-6	-0.6	95	14
COC(=O)N(NC(=O)C(O)(C(C)C)C(C)C)c1ccccc1	98	2	-2	7	0	-3	0.8	100	4
CCc1c(C)nc(SCC(=O)Nc2ccc(Br)cc2)[nH]c1=O	102	-1	0	5	1	1	-0.1	106	9
O=[N+]([O-])c1ccc(OCc2n[nH]c(=S)n2-c2ccccc2)cc1	103	3	-5	22	10	-7	-1.5	105	5
Cc1ccc(C(=O)Nc2ccccc2OC(F)F)cc1	92	-3	2	-19	-10	-4	-1.2	92	16
O=C(COC(=O)/C=C/c1ccccc1[N+](=O)[O-])Nc1ccc(OCc2ccccc2)cc1	91	-2	-1	-9	-7	-1	-1.0	94	1
COc1ccccc1/C=C1\SC(=S)N(CC(=O)Nc2nnc(C)s2)C1=O	101	-2	-2	x	14	-4	x	97	2
CC(C)(C)C(C(Oc1ccc(Cl)cc1)n1cncn1)n1nnnc1C(c1cccc(Cl)c1)N1CCCCC1 (centres undefined)	103	3	-40	x	39*	x	x	101	-9
O=C(Nc1ccc2c(c1)OCO2)c1c(Cl)nc2sccn12	98	3	-7	5	11	-2	2.5	100	0
C=CCN(C(=O)c1oc2c(Cl)cc(C)cc2c1C)C1CCS(=O)(=O)C1 (centres undefined)	97	-1	-38	-14	-11	3	-2.0	100	12
O=C(O)C(Cc1ccccc1)N1C(=O)/C(=C/C=C/c2ccco2)SC1=S (centres undefined)	37*[inhibitor]	-16	-6	8	31	-3	4.1	40*[inhibitor]	73*
O=C(NCCCN1CCc2ccccc2C1)C1CCN(S(=O)(=O)N2CCC3(CC2)OCCO3)CC1	115	0	5	30	12	-5	3.0	114	0
CCOC(=O)C1CCCN(c2c(NCCc3ccc(Cl)cc3)c(=O)c2=O)C1 (centres undefined)	101	-2	-5	12	-1	-4	0.5	101	16
COc1cccc(Nc2nc(-c3ccccc3O)nc3ccccc23)c1	106	4	2	-16	-15	-12	4.7	118	31
Cc1cnc(C(=O)Nc2cccc3cccnc23)cn1	x	x	-5	-19	-3	-5	-0.2	x	18
Cc1cc(C(=O)N2CCN(c3ccc([N+](=O)[O-])cc3)CC2)co1	109	12	-10	59*	9	-4	-0.3	114	16
COc1cccc(/C=C2/Sc3ccc(C(=O)NCCN4CCCCCC4)cc3NC2=O)c1	112	71*	28	-22	-27	-10	0.2	280*	8
O=C1CSC(c2ccc([N+](=O)[O-])cc2)N1CCN1CCCCC1 (centres undefined)	103	4	9	3	18	-3	4.1	109	21
Cc1ccn2c(-c3csc(NCc4ccccc4)n3)c(C)nc2c1	100	5	1	6	-9	-7	-1.1	98	-32
Cc1ccc(S(=O)(=O)N2CCN(c3cc4c(cc3[N+](=O)[O-])n(C)c(=O)n4C)CC2)cc1	99	-4	-5	-8	6	0	0.1	97	4
Cc1ccc(/C=N/NC(=O)C(C)Oc2ccccc2[N+](=O)[O-])s1 (centres undefined)	98	1	-10	12	-7	-12	-5.2	101	8
O=C(CCN1CCN(c2ccccc2)CC1)Nc1ccc(Cl)cc1	95	3	10	-21	-12	-3	-2.5	104	-2
CCOC(=O)c1sc2ncn(/N=C/c3cccnc3)c(=O)c2c1C	106	18	-1	14	5	-3	-0.9	107	0
CC(C)Nc1nc(NC(C)C)nc(Nn2cnnc2)n1	96	-5	0	21	1	-2	7.5	95	11
CC(Nc1nc(-c2ccc(F)cc2)cs1)c1nc2cc(Cl)c(N3CCCCC3)cc2n1CCCO (centres undefined)	101	1	x	0	x	-3	1.1	107	x
Cc1nn(-c2ccccc2)c(N)c1N=O	108	11	-4	-2	-8	-1	-1.0	101	20
O=C1c2cccc3cccc(c23)C(=O)N1CCCCCc1n[nH]c(=S)o1	80	-22	-36	-11	17	-8	-4.0	74	12
CC(C)(C)NC(=O)CCN(/N=C/c1ccc([N+](=O)[O-])o1)C1=NS(=O)(=O)c2ccccc21	98	-1	-11	12	23	-5	6.8	95	10
CCOC(=O)CN1C(=O)C(O)(C2CCc3ccccc3C2=O)c2ccccc21 (centres undefined)	x	x	0	-5	4	-1	-0.7	x	-12
Cc1cc(C)nc(Nc2ncc(O)n2-c2ccc(C)c(C)c2)n1	103	2	-11	11	7	-5	-1.7	101	-2
CCOC(=O)c1c(-c2cccc([N+](=O)[O-])c2)cn2ccccc12	91	-4	-2	19	1	-3	-2.1	95	29
Cc1nc(-c2cccc(NS(=O)(=O)c3cccc4ccccc34)c2)cs1	100	0	-16	3	-14	-2	0.3	102	-2
CC(C)N1CCN(S(=O)(=O)c2ccccc2)CC1	105	6	4	-8	5	-10	0.9	108	11
CCOC(=O)C(NC(=O)c1ccccc1)(Nc1cccc(C)n1)C(F)(F)F (centres undefined)	101	-1	-2	5	-7	-8	-4.0	101	25
N#Cc1cc(-c2ccccc2)nc(NN)n1	91	-13	-6	-5	15	-2	-2.3	95	-9
Cc1ccccc1NC1=NC(=S)N(c2ccccc2)C12CCOC(C)(C)C2 (centres undefined)	99	-1	-4	3	-4	-6	0.9	98	5
Cn1c(=O)n(C)c2cc([N+](=O)[O-])c(N3CCN(C(=O)c4ccccc4Br)CC3)cc21	101	5	-29	12	-6	-6	0.2	104	33
Cc1ccccc1NC(=O)Cc1c[nH]c2ccccc12	105	12	-2	0	2	-11	-1.3	106	19
NNc1nc2ccc(F)cc2s1	94	-2	2	-4	13	-10	1.2	92	-6
Clc1ccc(Nc2ccc(NCc3ccccc3)nn2)cc1	103	-1	9	-34	-54	-1	-1.6	102	-7
O=C(C1=C[C@H](C2CCCCC2)C[C@H](OCc2ccc(CO)cc2)O1)N1CCOCC1	98	-3	-45	-5	6	-3	-1.1	100	0

A draw from above in order of molar mass, falling:
SMILES	MEKK3 PB1 HTS	MEKK2mut PB1 HTS	DNA FID counter	CRFBP-R2 block	NS3 helicase inh	GalR3 antagonist	CRFR2-BP ag	MEKK2wt PB1 HTS	SUMO HTRF inh
CCOC(=O)C(NC(=O)c1ccccc1)(Nc1cccc(C)n1)C(F)(F)F (centres undefined)	101	-1	-2	5	-7	-8	-4.0	101	25
Cc1ccccc1NC1=NC(=S)N(c2ccccc2)C12CCOC(C)(C)C2 (centres undefined)	99	-1	-4	3	-4	-6	0.9	98	5
Clc1ccc(Nc2ccc(NCc3ccccc3)nn2)cc1	103	-1	9	-34	-54	-1	-1.6	102	-7

Remaining list, next part.
SMILES	MEKK3 PB1 HTS	MEKK2mut PB1 HTS	DNA FID counter	CRFBP-R2 block	NS3 helicase inh	GalR3 antagonist	CRFR2-BP ag	MEKK2wt PB1 HTS	SUMO HTRF inh
CCC(=O)N1CCCc2cc(S(=O)(=O)N3CCN(c4ncccn4)CC3)ccc21	110	7	-3	-20	8	x	2.1	110	20
N#C/C(=C(/O)CSc1ccccn1)c1nc2ccccc2s1	100	-6	1	15	12	-3	4.0	96	6
COc1cccc(NC(=O)C(OC(=O)c2ccc([N+](=O)[O-])o2)c2ccccc2)c1 (centres undefined)	100	-1	4	-21	-1	-3	-1.1	108	-12
CC(=O)Nc1ccc(S(=O)(=O)Nc2nnc(C(C)(C)C)s2)cc1	96	-4	-5	-26	-20	0	0.6	99	16
COC(=O)C1(C)NC(c2cccs2)C2C(=O)N(c3ccccc3F)C(=O)C21 (centres undefined)	97	-2	-2	-6	5	-2	-1.9	90	3
O=C(O)c1ccc(/C=N/Nc2ccc(C(F)(F)F)cn2)cc1	104	-2	9	-10	-2	3	-0.8	101	5
CN(C)c1cc(-c2ccc(F)cc2)oc(=O)c1Cl	105	1	-3	7	2	4	0.2	101	11
Cc1ccc(C(=O)CCC(=O)Nc2ccccc2C)c(C)c1	103	10	-12	0	-5	0	1.3	109	0
Cc1c(NC(=O)c2cnn3c2NC(c2ccco2)CC3C(F)(F)F)c(=O)n(-c2ccccc2)n1C (centres undefined)	100	2	-20	3	0	-4	1.1	104	4
O=C1CC(C(=O)N(c2cccc(F)c2)C(C(=O)NC2CCCC2)c2ccccn2)CS1 (centres undefined)	103	1	-13	10	8	-6	-1.5	100	23
COc1ccc(C(=O)NC2CC2)cc1OC1CCN(Cc2cnn(C)c2C)CC1	106	4	-2	1	-6	-1	1.0	113	-4

This is a subset; count on the stated rates, not on these rows.
